Assay outcomes (PubChem)
DAGLB inhibitor = DAGLB lipase inhibitors, primary screen, biochemical, fluorescence, HTS | AID 504411, 2011 | Diacylglycerol lipase-beta (Homo sapiens), Q8NCG7 | inhibition, % at 5.17 µM | 0.059% of 340,000 active | HEK293T DAGLB membrane lysate, EnzChek fluorogenic substrate; in the data active means inhibition above about 34%;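 further: 0% = enzyme with vehicle and 100% = wells lacking enzyme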
Target sequence (Q8NCG7 whole entry, looked up): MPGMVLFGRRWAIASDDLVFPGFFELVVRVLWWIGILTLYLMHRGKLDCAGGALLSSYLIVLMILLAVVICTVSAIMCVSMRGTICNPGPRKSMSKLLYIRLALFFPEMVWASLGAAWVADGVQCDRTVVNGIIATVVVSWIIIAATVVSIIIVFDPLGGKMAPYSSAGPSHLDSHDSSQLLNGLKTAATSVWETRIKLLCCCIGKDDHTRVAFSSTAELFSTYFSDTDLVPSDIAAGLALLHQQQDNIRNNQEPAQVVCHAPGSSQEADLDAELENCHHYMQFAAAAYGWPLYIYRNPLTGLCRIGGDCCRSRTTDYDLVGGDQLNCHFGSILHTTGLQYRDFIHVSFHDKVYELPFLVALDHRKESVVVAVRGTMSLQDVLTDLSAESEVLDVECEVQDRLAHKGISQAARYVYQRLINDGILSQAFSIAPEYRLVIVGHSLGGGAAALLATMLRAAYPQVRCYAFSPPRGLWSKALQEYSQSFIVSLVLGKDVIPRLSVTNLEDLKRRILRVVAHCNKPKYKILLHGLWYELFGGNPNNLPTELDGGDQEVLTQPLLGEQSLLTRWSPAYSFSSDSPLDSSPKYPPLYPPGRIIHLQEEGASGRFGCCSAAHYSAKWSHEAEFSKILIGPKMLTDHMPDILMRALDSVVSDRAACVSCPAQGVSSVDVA
MOR-DOR inv ag = inverse agonists of MOR-DOR heterodimerization, primary screen, cell-based, luminescence | 0.21% of 340,000 active | cell-based MOR-DOR heterodimer luminescence, inverse agonism | inhibition, % at 9.3 µM; in the data active means inhibition above about 22%, passing the limit was not always enough;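 further: 0% = cells with DMSO and 100% = wells without cells with DMSO; values of inactives mirror those of a sister screen read the other way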
MOR-DOR ag = agonists of OPRM1-OPRD1 heterodimerization, primary screen, cell-based, luminescence; Mu-type opioid receptor (Homo sapiens) + Delta-type opioid receptor (Homo sapiens), …; cells; activation, % at 9.3 µM; 0.3% of 340,000 active; AID 504326, 2011; in the data active means activation above about 18%;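 further: 0% = vehicle-treated cells and 100% = reference agonist; values of inactives mirror those of a sister screen read the other way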
HTR5A ag ctr = HTR5A agonists in luminescence cell assay, primary screen, counter-screen for OPRM1-OPRD1 heterodimer agonist project, full-deck HTS | 0.61% of 340,000 active | activation, % at 9.3 µM | cell-based | AID 504692, 2011; in the data active means activation mostly above about 9.5%, no sharp cut-off; inactive means mostly below about 7.6%;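 further: 0% = cells with vehicle only and 100% = reference agonist; strong numbers were not always called active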
V-ATPase pH = regulators of yeast V-ATPase proton pumping, primary screen, pHLuorin cytosolic pH fluorescence; S. cerevisiae; response, % at 10 µM; 0.37% of 350,000 active; AID 504577, 2011; in the data active means response mostly above about 7.3%, no sharp cut-off; inactive means mostly below about 5.4%; further: actives read high; inactives centre near 0; some compounds called inactive have numbers as strong as hits; reference of the scale not given here
PKA-R2B activ = activators of PKA-R2B holoenzyme, primary screen, biochemical, fluorescence polarization, Cy5-IP20, human; PKA-R2B holoenzyme dissociation; R2B truncated from residue 108, S112A mutant; 0% DMSO only, 100% 113 µM cGMP; activation, % at 11.4 µM; cAMP-dependent protein kinase catalytic subunit beta (Homo sapiens) + cAMP-dependent …; AID 504700, 2011; 0.079% of 340,000 active;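 active means activation above a cutoff set at the mean over all compounds plus 3 SD, cut at about 18% in these data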;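 further: higher means more holoenzyme dissociation and a rise in polarization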
Target sequence (P31323 whole entry, looked up, other chains not shown, the tested form may be a part): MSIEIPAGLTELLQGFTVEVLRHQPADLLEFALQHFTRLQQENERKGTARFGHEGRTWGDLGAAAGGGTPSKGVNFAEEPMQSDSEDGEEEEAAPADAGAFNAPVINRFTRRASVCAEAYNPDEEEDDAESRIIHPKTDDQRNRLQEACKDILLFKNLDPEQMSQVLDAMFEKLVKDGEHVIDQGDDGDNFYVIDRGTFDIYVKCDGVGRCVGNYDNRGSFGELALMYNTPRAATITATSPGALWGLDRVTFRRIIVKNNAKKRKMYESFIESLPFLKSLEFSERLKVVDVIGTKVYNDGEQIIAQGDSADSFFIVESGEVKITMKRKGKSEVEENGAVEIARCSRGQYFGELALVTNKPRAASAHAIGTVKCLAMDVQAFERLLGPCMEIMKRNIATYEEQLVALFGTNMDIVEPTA
DSG3 Ab inh = inhibitors of pemphigus antibody binding to DSG3, primary screen, biochemical, bead-based, flow cytometry, scFv-GFP; binding (percent of control), % at 10 µM; DSG3-coupled beads, scFv-anti-DSG3-GFP binding; active compounds read low; 0.48% of 310,000 active; AID 588358, 2011; Desmoglein-3 (Homo sapiens), P32926;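 active means binding more than 3 SD below its plate's average and above zero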;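 further: hits lower antibody fragment binding to DSG3; some compounds called inactive have numbers as strong as hits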
PKA-R1A act = activators of PKA-R1A holoenzyme, primary screen, biochemical, fluorescence polarization, Cy5-IP20, bovine R1A, mouse PKAc; AID 504707, 2011; activation, % at 11.4 µM; PKA-R1A dissociation; scaled: DMSO 0%, 113 µM cGMP 100%; 0.083% of 340,000 active;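 active means percent activation above the mean of all tested compounds plus 3 SD, cut at about 19% in these data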;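 further: higher means more PKAc released from R1A so a rise in polarization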
Arr AP2 block = inhibitors of beta-arrestin/AP2 binding, primary screen, biochemical, GPCR trafficking, flow cytometry | FITC-arrestin peptide / GST-AP2 beads; AP2 beta2 appendage carries R879A mutation | inhibition, % at 10 µM | 0.31% of 340,000 active;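 active means inhibition above a set limit, near 3 SD of compounds lacking own fluorescence, cut at about 54% in these data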;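 further: plate controls were DMSO wells for no effect and 5 µM unlabelled arrestin peptide for full effect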
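System: GST-AP2 R879A bound to glutathione beads, E. coli-expressed. Also added: 50 nM FITC-arrestin peptide. Schedule: compound with beads 12 min RT, then probe 1 h RT. Signal: bead flow cytometry, FITC channel. Read-out basis: percent response.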
HTR5A inv ag = HTR5A inverse agonists in luminescence cell assay, primary screen, counter-screen for OPRM1-OPRD1 heterodimer inverse agonist project, full-deck HTS | 5-hydroxytryptamine receptor 5A (Homo sapiens), P47898 | HTR5A cell line, inverse agonism | inhibition, % at 9.3 µM | 0.083% of 340,000 active | AID 504634, 2011; in the data active means inhibition mostly above about 23%, no sharp cut-off; inactive means mostly below about 18%;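 further: 0% = cells with DMSO and 100% = no-cell wells with DMSO; some compounds called inactive have numbers as strong as hits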
* marks the source's active call; other numbers are inactive results; . = no result given.

canonical_smiles | Arr AP2 block | MOR-DOR ag | HTR5A ag ctr | V-ATPase pH | PKA-R1A act | PKA-R2B activ | DAGLB inhibitor | DSG3 Ab inh | HTR5A inv ag | MOR-DOR inv ag
CC(C)NC(=O)C1CCN(C2CCN(C(=O)c3ccc4cccc(F)c4n3)CC2)CC1 | -19 | -1.5 | -1 | -1 | -17 | -1 | 1 | 98 | 2 | 7
COc1ccc(NC(=O)Nc2nnc(-c3cccs3)s2)cc1 | 34 | 1.3 | 1 | -3 | -1 | -5 | -3 | 87 | -3 | -7
O=C(COC(=O)c1cccc(S(=O)(=O)NCc2ccccc2)c1)NC1CC1 | 4 | -3.1 | 0 | 3 | -11 | 0 | -1 | 98 | -14 | 12
CSc1nnc(CNS(=O)(=O)c2ccc(Br)cc2)n1C | -3 | -2.7 | 5 | 2 | -2 | 0 | 2 | 103 | -17 | 15
O=C(Nc1ncccc1O)c1ccc(S(=O)(=O)Nc2ccccc2)cc1 | 5 | -2.3 | -1 | 1 | 7 | -10 | 1 | 96 | 2 | 12
Cc1[nH][nH]c(=O)c1C(c1ccc(-c2ccccc2C(=O)O)o1)c1c(C)[nH][nH]c1=O | -10 | -3.0 | 1 | 2 | -5 | 7 | 0 | 98 | -2 | 17
COC(=O)c1nnn(-c2nc(N3CCOCC3)nc(N3CCOCC3)n2)c1C | -11 | -1.4 | 1 | -2 | -3 | -11 | 0 | 100 | 19 | 7
CN(C)c1ccc(-c2nc3cnccn3c2Nc2ccc3c(c2)OCCO3)cc1 | 8 | -1.1 | 3 | -3 | -1 | -2 | 2 | 102 | 10 | 6
CCNc1c(C(=O)O)ccc2c1C(=O)c1ccccc1C2=O | 0 | -1.0 | -6 | -1 | -2 | -9 | 4 | 103 | 20 | 6
CCOC(=O)Cc1csc(N)n1 | 6 | 0.9 | 2 | 1 | -3 | -9 | 0 | 103 | -6 | -5
CC1(C(=O)NNC(=O)C2CCCCC2)CC1(Cl)Cl (stereo unspecified) | 29 | -0.1 | 1 | 2 | -2 | 9 | 0 | 99 | -9 | 0
COc1ccc(C2C3C=CCC(c4cccc(-c5ccc(C)cc5)c4)C3C(=O)N2Cc2ccccc2)cc1Cl (stereo unspecified) | -3 | -1.6 | 5 | 4 | -6 | -4 | -16 | 98 | -27 | 9
CCN(Cc1ccccc1)S(=O)(=O)c1ccc(C(=O)N(CCCN(C)C)c2nc3c(C)c(C)ccc3s2)cc1 | -13 | 31* | 6 | -3 | -7 | -12 | -12 | 113 | -16 | -172
Cc1ccc(Nc2nc3ccccc3n3cnnc23)c(Cl)c1 | 15 | 1.9 | 1 | 1 | -9 | 5 | -2 | 104 | -3 | -9
CN(Cc1ccccc1)C(=O)c1cccc(NC(=O)C2CCCN(C(=O)OC(C)(C)C)C2)c1 (stereo unspecified) | 4 | -1.4 | 10 | -4 | 5 | -4 | -5 | 101 | -28 | 8
Cc1ccc(Cn2c(N3CCCCCC3)nc3c2c(=O)[nH]c(=O)n3C)cc1 | 24 | -1.4 | 3 | -4 | 2 | -7 | 5 | . | -8 | 6
CCOc1ccc(CCNC(=O)COC(=O)c2[nH]c(C)c(C(C)=O)c2C)cc1OCC | . | . | . | 2 | 3 | -11 | -1 | 98 | . | .
Cc1ccc(N2CC(C(=O)Nc3ccc(S(=O)(=O)Nc4nccs4)cc3)CC2=O)cc1 (stereo unspecified) | -2 | -1.5 | 3 | 1 | 1 | 12 | 1 | 96 | 4 | 7
O=C(CC1C(=O)NCCN1C(=O)Nc1ccccc1)Nc1ccc(F)cc1 (stereo unspecified) | 16 | -2.8 | -4 | -1 | 4 | 11 | 0 | . | -7 | 14
C/C=C/c1ccc(OCCCNC)c(OC)c1 | -4 | -1.8 | -2 | 3 | 2 | -11 | -1 | 100 | -2 | 10
CCOC(=O)c1sc(NC(=O)CSc2ncccn2)nc1C | 4 | -2.6 | 6 | 0 | -8 | -16 | -4 | . | -1 | 14
CCC(=O)Nc1cccc(NC(=O)c2cccc([N+](=O)[O-])c2C)c1 | -3 | -0.8 | -3 | . | -2 | 7 | 1 | 110 | 12 | 6
Cc1ccc(S(=O)(=O)N2[C@@H](c3ccc(Cl)cc3)C(C(=O)O)=CC[C@H]2c2ccc(C(C)C)cc2)cc1 | 2 | -2.5 | -3 | 3 | 7 | -4 | 9 | 104 | -33 | 13
COc1ccc(-c2noc(COc3ccccc3OC)n2)cc1OC | 1 | 0.0 | -5 | 0 | 2 | -1 | -8 | 99 | 15 | 0
Cc1cc(O)c(C(C)C)cc1N=Cc1cc([N+](=O)[O-])ccc1O | 37 | -1.9 | -2 | -3 | -9 | -19 | 5 | 98 | 6 | 9
CCc1ccc(CNCCSc2nnnn2C)cc1 | 7 | -1.9 | 4 | -2 | 11 | 4 | -3 | 107 | -10 | 9
Cc1cccc(NC(=O)CC2Nc3cccc4cccc(c34)NC2=O)c1 (stereo unspecified) | 47 | 4.8 | 3 | 0 | -13 | -8 | 4 | . | -9 | -26
O=c1/c(=C/c2ccccn2)sc2nc3ccccc3n12 | 26 | -3.3 | 0 | -2 | 10 | 7 | -1 | 111 | 1 | 17
N#CC1=C(N)SC(N)=C(C#N)C1c1cccc(Oc2ccccc2)c1 | 10 | -0.6 | 2 | -2 | -13 | -7 | -5 | 123 | -10 | 4
COc1cccc(CN2CCNC(=O)C2CC(=O)NCc2cn3cccc(C)c3n2)c1OC (stereo unspecified) | -13 | -3.6 | -1 | 7 | -12 | 4 | -1 | 102 | 1 | 19
CCCCn1cc([N+](=O)[O-])nc1C | 12 | -3.0 | 2 | -3 | -10 | -5 | -1 | 115 | 14 | 15
Cc1cc(C)c(C#N)c(N2CCOCC2)n1 | 7 | -2.8 | 1 | 0 | -5 | 7 | 0 | 107 | -4 | 12

3 records picked at random from those above, as already listed:
canonical_smiles | Arr AP2 block | MOR-DOR ag | HTR5A ag ctr | V-ATPase pH | PKA-R1A act | PKA-R2B activ | DAGLB inhibitor | DSG3 Ab inh | HTR5A inv ag | MOR-DOR inv ag
O=c1/c(=C/c2ccccn2)sc2nc3ccccc3n12 | 26 | -3.3 | 0 | -2 | 10 | 7 | -1 | 111 | 1 | 17
Cc1cc(O)c(C(C)C)cc1N=Cc1cc([N+](=O)[O-])ccc1O | 37 | -1.9 | -2 | -3 | -9 | -19 | 5 | 98 | 6 | 9
CCc1ccc(CNCCSc2nnnn2C)cc1 | 7 | -1.9 | 4 | -2 | 11 | 4 | -3 | 107 | -10 | 9

Additional compounds follow.
canonical_smiles | Arr AP2 block | MOR-DOR ag | HTR5A ag ctr | V-ATPase pH | PKA-R1A act | PKA-R2B activ | DAGLB inhibitor | DSG3 Ab inh | HTR5A inv ag | MOR-DOR inv ag
COc1ccccc1Nc1nc(C2(C)CCC(=O)O2)cs1 (stereo unspecified) | 2 | 0.5 | 6 | 0 | -4 | -2 | 1 | 104 | -17 | -3
CCOC(=O)c1cn(Cc2ccccc2)c(C(=O)OC(C)(C)C)c1O | 9 | 2.7 | 2 | -2 | -4 | -5 | -2 | 100 | -23 | -15
CN1CCN(C(=O)c2ccccc2NC(=O)C(C)(C)C)CC1 | 3 | 1.7 | 6 | -4 | 3 | 8 | -1 | 108 | 14 | -10
Cc1cc(NC(=O)c2ccc(N3CCCC3)c([N+](=O)[O-])c2)no1 | 98* | -4.9 | -5 | 0 | -7 | -5 | 2 | 82 | -3 | 23
CCc1c(C#N)sc(C(N)=O)c1CC | 9 | -1.4 | 2 | -4 | -3 | -6 | -6 | 114 | -4 | 7
Nc1ccc(S(=O)(=O)N2CCc3ccccc32)cc1 | -14 | -2.5 | -4 | -2 | 2 | -12 | 2 | 103 | -11 | 12
CCCCCCC(=O)Nc1nc(C)c(-c2csc(Nc3cccc(OC)c3)n2)s1 | -6 | -3.3 | 4 | 0 | -6 | -14 | 4 | 106 | -11 | 19
Cc1cccc(N(C(=O)c2snc(C(N)=O)c2N)C(C(=O)NCC2CCCO2)c2ccc(N(C)C)cc2)c1C (stereo unspecified) | 24 | -3.0 | 8 | 3 | -4 | -13 | -1 | 104 | -21 | 16
COc1ccc2[nH]c3c(=O)n(CCCN4CCOCC4)cnc3c2c1 | 3 | -0.6 | 5 | -8 | 1 | 4 | -1 | 97 | -15 | 3
CCc1ccc(-c2cc(C(=O)N3N=C(C(F)F)CC3(O)C(F)F)c3ccccc3n2)cc1 (stereo unspecified) | 0 | 9.1 | 1 | 3 | -15 | -21 | 2 | 97 | -12 | -47
COc1ccc(N2CCN(C(=O)CSc3nnc4ncccn34)CC2)cc1 | -3 | -1.4 | 3 | -2 | -2 | -8 | 0 | 103 | -49 | 7
Cc1ccc(SCCC(=O)Nc2ccccc2C(=O)N2CCOCC2)cc1 | -12 | -1.7 | 5 | 6 | 6 | -6 | -2 | 112 | 6 | 9
C/C(=N/NC(=O)CNc1ccc(C)cc1)c1ccc(Br)s1 | -3 | 0.1 | 24* | 5 | -4 | -2 | 2 | 99 | -51 | -1
N#Cc1ccccc1Oc1ccc(S(=O)(=O)N2CCCCC2)cn1 | 10 | -1.2 | 2 | -3 | -3 | -5 | -1 | 103 | -6 | 7
CCNC(COC(=O)c1ccc([N+](=O)[O-])cc1)C1CCCCC1 (stereo unspecified) | -2 | -1.3 | 3 | 3 | -6 | 2 | -1 | 100 | -13 | 6
CCC(C)C(=O)Nc1nc(C)c(-c2csc(Nc3cc(Cl)ccc3OC)n2)s1 (stereo unspecified) | -2 | -3.7 | 1 | 2 | -14 | 1 | 0 | 100 | -3 | 17
Cc1ccc(S(=O)(=O)/N=C(/c2ccccc2)N2CCOCC2)cc1 | -4 | -1.7 | -1 | -3 | -6 | 3 | 1 | 82 | 1 | 9
O=S(=O)(c1ccc(Cl)cc1)N1CCC(N2CCOCC2)CC1 | -6 | -1.6 | -5 | 4 | -7 | 6 | 1 | 97 | -10 | 8
Cc1nnc2n(Cc3ccccc3)c(=O)c3c4c(sc3n12)COC(C(C)C)C4 (stereo unspecified) | -8 | -4.1 | -9 | 5 | -10 | -8 | 2 | 111 | 23 | 23
C=CCn1c(SCc2ccc(Cl)c(Cl)c2)nnc1C(CO)NC(=O)c1ccc(OC)cc1 (stereo unspecified) | 0 | -1.4 | 9 | 4 | -1 | 12 | -5 | 92 | -25 | 9
O=C(NCCc1nc2ccccc2[nH]1)/C(=C/c1ccc2c(c1)OCO2)NC(=O)c1ccccc1Cl | 3 | -2.6 | -4 | -1 | 5 | -8 | 0 | . | -22 | 13
